Source: PubChem
MCF10A rereplic: inducers of DNA re-replication in MCF 10A breast cells. Potency, µM (titrated, usually from 46.1 µM), for inactives: top-dose activity, positive = re-replication, actives largely listed as activators. hit rate 2.9% among 350,000. MCF 10A DNA re-replication, Hoechst nuclear intensity, 48 h; further: potency means the concentration at half of the fitted maximal effect; % of control where 0% means no effect; nearly all actives have a fitted effect of over 50% in size
S2 tox: viability counter-screen for ATXN expression inhibitors | hit rate 0.49% among 400,000 | S2 cells (HEK-293 line with an ATXN2-luciferase reporter) viability, CellTiter-Fluor protease fluorescence, 24 h | AID 651635 | Potency, µM (series often up to 56.7 µM), hits mostly cytotoxic; further: potency means the concentration at half of the fitted maximal effect; nearly all actives have a fitted effect of over 40% in size
IL1B secr inh: blocks inflammasome-driven IL-1 beta release; THP-1 LPS/ATP IL-1B secretion, AlphaLISA, 16 h; stronger effect = lower value; activity change, % at 57.5 µM; hit rate 4.7% among 360,000; in the data active means activity change below about -50%; inconclusive means mostly about -30% to -49%; further: on the % scale 0 is the no-effect control and ±100 the full control effect
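THP-1 cells pretreated 1 hr with compounds (up to 57.5 uM final), then stimulated with LPS (250 ng/mL final) plus ATP (1.25 mM final); secreted IL-1B measured by AlphaLISA after 16 hr, decreased signal indicating inhibition.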
SW480 rereplic: inducers of DNA re-replication in SW480 colon cancer cells. SW480 DNA re-replication, Hoechst DNA content imaging, 48 h. Potency, µM (doses to about 46.1 µM), for the others: at the highest dose re-replication activation, usual class: activators. hit rate 1.8% among 340,000. AID 624297; further: potency means the concentration at half of the fitted maximal effect; % of control where 0% means no effect; nearly all actives have a fitted effect of over 55% in size
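Image-based read-out: total Hoechst fluorescence of nuclei (405 nm excitation, 500-530 nm emission), with hits raising the fraction of high-intensity nuclei. SW480 colon cells incubated 48 hr with compounds at 37 C.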
KB-3-1 tox: KB-3-1 parental cell cytotoxicity | KB-3-1 viability, CellTiter-Glo ATP luminescence, 72 h | Potency, µM (highest dose often 46.1 µM), for inactives: top-dose activity change, negative = cytotoxic, most hits filed as cytotoxic | hit rate 1.4% among 400,000 | AID 1347075; further: potency means the concentration at half of the fitted maximal effect; on the % scale 0 is the no-effect control and ±100 the full control effect; nearly all actives have a fitted effect of over 60% in size
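Parental KB-3-1 adenocarcinoma cells in phenol-red-free DMEM with 10% FBS were pin-treated with compounds at several concentrations, incubated 72 h at 37 °C, and viability read by CellTiter-Glo luminescence; concentration-effect curves were fitted after normalization.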
HT1080 IDH1KD tx: HT-1080 IDH1 knockdown cell toxicity (counter line); hit rate 2% among 360,000; AID 686971; HT-1080 IDH1 knockdown viability, ATP luminescence, 48 h; Potency, µM (series often up to 46.1 µM), without a hit: at the top dose activity, negative = toxicity, actives largely listed as cytotoxic;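 further: potency means the concentration at half of the fitted maximal effect; 0% = DMSO wells and -100% = cell-free medium wells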
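IDH1KD HT-1080 cells, 750/well, RPMI + 5% FBS; compound pinned after 2 h settling; 48 h, 37 °C; CellTiter-Glo luminescence; % activity normalised to DMSO and no-cell wells; curves fitted, classed by r2 and efficacy.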
HT1080NT lethal: kills 2HG-producing HT-1080-NT fibrosarcoma cells; HT-1080-NT fibrosarcoma viability, CellTiter-Glo ATP luminescence, 48 h; Potency, µM (doses to about 46.1 µM), for inactives: at the top dose activity, negative = less viability, most hits filed as cytotoxic; hit rate 1.6% among 360,000; AID 686970;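 further: NT is the 2HG producing partner of a matched IDH1 knockdown line; potency means the concentration at half of the fitted maximal effect; 0% = DMSO-treated cells and -100% = media-only wells without cells; nearly all actives have a fitted effect of over 55% in size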
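750 cells/well, RPMI + 5% FBS; 2 h settle, compound pin-transfer, 48 h at 37 degrees C. CellTiter-Glo 10 min RT, luminescence. Normalized to DMSO and media-only wells.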
KB-V1 cytotox: kills drug-selected multidrug resistant KB-V1 cells | KB-V1 MDR cells viability, CellTiter-Glo, 72 h | Potency, µM (highest dose often 46.1 µM), inactives show top-dose activity change, negative = cytotoxicity, actives largely listed as cytotoxic | hit rate 3.4% among 400,000 | AID 1347076; further: potency means the concentration at half of the fitted maximal effect; on the % scale 0 is the no-effect control and ±100 the full control effect; nearly all actives have a fitted effect of over 60% in size
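Drug-selected KB-V1 cells, grown in DMEM lacking phenol red with 10% FBS, receive compound titrations; after three days at 37 degrees C, surviving cell ATP is quantified by CellTiter-Glo luminescence and responses normalized and curve-fitted.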
ATXN2 expr inh: ATXN2 expression inhibition. HEK-293 ATXN2-luciferase reporter, luminescence, 24 h. hit rate 0.72% among 360,000. Potency, µM (highest dose often 57 µM), for the others: at the top dose activity change, negative = inhibition, actives largely listed as inhibitors; further: potency means the concentration at half of the fitted maximal effect; on the % scale 0 is the no-effect control and ±100 the full control effect; nearly all actives have a fitted effect of over 55% in size
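qHTS (up to 57 uM final) was run with 24 h compound exposure of reporter cells at 37 °C. Each well was multiplexed: SteadyGlo luminescence measured ATXN2-luciferase expression after a fluorogenic Gly-Phe-AFC viability readout (25 uM final).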
* = called active by the depositor; [ ] = dose if it differs, or a comment. Unless noted, the call rests on the fitted dose curve; in most records, active means well fitted curve in the direction sought with a large enough effect; inconclusive means small, poorly fitted or top-dose-only effect, or another doubt; inactive means no such curve, though single readings can be large; an effect the other way counts as inactive or inconclusive.

Screening Cc1ccc(S(=O)(=O)Cc2ccc([N+](=O)[O-])cc2)cc1 returned MCF10A rereplic inconclusive, S2 tox inconclusive, IL1B secr inh -5, SW480 rereplic 6%, KB-3-1 tox -3%, HT1080 IDH1KD tx 2%, HT1080NT lethal 13%, KB-V1 cytotox 12% and ATXN2 expr inh 1%.
Screening COc1ccc(N2C(=O)CC(N3CCN(c4ccccc4OC)CC3)C2=O)cc1 (centres undefined) returned MCF10A rereplic -6%, S2 tox inactive, IL1B secr inh 36, SW480 rereplic -5%, KB-3-1 tox 0%, HT1080 IDH1KD tx 5%, HT1080NT lethal 10%, KB-V1 cytotox -16% and ATXN2 expr inh -7%.
`CC1=C(C(=O)Nc2cccnc2)C(c2ccccc2)n2nc(SCc3ccccc3Cl)nc2N1` (centres undefined) gave S2 tox inactive, KB-3-1 tox 25%, KB-V1 cytotox inconclusive and ATXN2 expr inh 4%.
For O=C(O)CSc1nc2ccc(Br)cc2[nH]1 the results were MCF10A rereplic -5%, S2 tox inactive, IL1B secr inh 25, SW480 rereplic 3%, KB-3-1 tox 8%, HT1080 IDH1KD tx 12%, HT1080NT lethal 9%, KB-V1 cytotox 21% and ATXN2 expr inh -2%.
For CCC(=O)c1cn(CC(=O)NCC2CCCO2)c2ccccc12 (centres undefined) the results were MCF10A rereplic 3%, S2 tox inactive, IL1B secr inh -15, SW480 rereplic 2%, KB-3-1 tox -2%, HT1080 IDH1KD tx 9%, HT1080NT lethal 8%, KB-V1 cytotox 8% and ATXN2 expr inh 8%.
Screening Cc1ccc(-n2ncc3c2CCCC3NC(=O)CCc2c(C)noc2C)cc1C (centres undefined) returned MCF10A rereplic 3%, S2 tox inactive, IL1B secr inh 29, SW480 rereplic 4%, KB-3-1 tox -10%, HT1080 IDH1KD tx 4%, HT1080NT lethal -4%, KB-V1 cytotox -21% and ATXN2 expr inh -3%.
Cc1cccc(-n2c(CCCN3C(=O)c4ccccc4C3=O)nc3ccccc3c2=O)n1 was read as MCF10A rereplic -3%, S2 tox inactive, IL1B secr inh 9, SW480 rereplic -1%, KB-3-1 tox -8%, HT1080 IDH1KD tx 10%, HT1080NT lethal 9%, KB-V1 cytotox inconclusive and ATXN2 expr inh -1%.
CCCCOc1ccc(-c2c(C#N)c(N)nc(SCC(N)=O)c2C#N)cc1 was read as MCF10A rereplic inconclusive, S2 tox inactive, IL1B secr inh 9, SW480 rereplic -5%, KB-3-1 tox inconclusive, HT1080 IDH1KD tx inconclusive, HT1080NT lethal inconclusive, KB-V1 cytotox 15% and ATXN2 expr inh -23%.
`CC(=O)c1c(C)[nH]c(C(=O)CN2C(=O)NC3(CCCCC3)C2=O)c1C` gave MCF10A rereplic -28%, S2 tox inactive, IL1B secr inh 23, SW480 rereplic -85%[inhibitor], KB-3-1 tox 19%, HT1080 IDH1KD tx 3%, HT1080NT lethal 16%, KB-V1 cytotox 22% and ATXN2 expr inh 32%.
`Cc1nc(N)ncc1CCC1OCCO1` gave S2 tox inactive, IL1B secr inh 4, KB-3-1 tox 12%, HT1080 IDH1KD tx 10%, HT1080NT lethal 7% and KB-V1 cytotox 1%.
Screening CCCn1cc(CN2CCC(Cc3ccccc3)(C(=O)OCC)CC2)c(C)n1 returned MCF10A rereplic inconclusive, S2 tox inactive, IL1B secr inh 0, SW480 rereplic -1%, KB-3-1 tox -9%, HT1080 IDH1KD tx -19%, HT1080NT lethal -24%, KB-V1 cytotox inconclusive and ATXN2 expr inh -11%.
`CCOC(=O)C1CCN(S(=O)(=O)c2ccc(CN3C(=O)c4cccnc4C3=O)cc2)CC1` gave MCF10A rereplic 3%, S2 tox inactive, IL1B secr inh -10, SW480 rereplic 8%, KB-3-1 tox -3%, HT1080 IDH1KD tx 3%, HT1080NT lethal 0%, KB-V1 cytotox inconclusive and ATXN2 expr inh 11%.

The final 3 compounds of the part above are carried over, then new ones follow.
`Cc1nc(N)ncc1CCC1OCCO1` gave S2 tox inactive, IL1B secr inh 4, KB-3-1 tox 12%, HT1080 IDH1KD tx 10%, HT1080NT lethal 7% and KB-V1 cytotox 1%.
Screening CCCn1cc(CN2CCC(Cc3ccccc3)(C(=O)OCC)CC2)c(C)n1 returned MCF10A rereplic inconclusive, S2 tox inactive, IL1B secr inh 0, SW480 rereplic -1%, KB-3-1 tox -9%, HT1080 IDH1KD tx -19%, HT1080NT lethal -24%, KB-V1 cytotox inconclusive and ATXN2 expr inh -11%.
`CCOC(=O)C1CCN(S(=O)(=O)c2ccc(CN3C(=O)c4cccnc4C3=O)cc2)CC1` gave MCF10A rereplic 3%, S2 tox inactive, IL1B secr inh -10, SW480 rereplic 8%, KB-3-1 tox -3%, HT1080 IDH1KD tx 3%, HT1080NT lethal 0%, KB-V1 cytotox inconclusive and ATXN2 expr inh 11%.
COCc1nnc(NS(=O)(=O)c2ccc(Cl)cc2)s1 was read as MCF10A rereplic inconclusive, S2 tox inactive, IL1B secr inh -1, SW480 rereplic 2%, KB-3-1 tox 28%, HT1080 IDH1KD tx -1%, HT1080NT lethal 5%, KB-V1 cytotox 6% and ATXN2 expr inh -7%.
`CSc1ccc(NC(=O)N2CC(C)OC(C)C2)cc1` (centres undefined) gave MCF10A rereplic 1%, S2 tox inactive, IL1B secr inh -1, SW480 rereplic -1%, KB-3-1 tox -1%, HT1080 IDH1KD tx 11%, HT1080NT lethal 18%, KB-V1 cytotox 10% and ATXN2 expr inh -8%.
CC(C)COc1ccc(Nc2ncnc3ccc(Br)cc23)cc1 was read as S2 tox inactive, KB-3-1 tox 0%, KB-V1 cytotox inconclusive and ATXN2 expr inh 10%.
`CC(C)(C)Sc1ccc2nc3c(n2c1)CCCC3` gave MCF10A rereplic inconclusive, S2 tox inactive, IL1B secr inh -16, SW480 rereplic 0%, KB-3-1 tox inconclusive, HT1080 IDH1KD tx -14%, HT1080NT lethal -13%, KB-V1 cytotox -48% and ATXN2 expr inh 20%.
CCc1nc2c(OCc3cc(Cl)cc(Cl)c3)cccn2c1N(C)C(=O)Nc1ccccc1OC was read as S2 tox inactive, IL1B secr inh 0, KB-3-1 tox inconclusive, HT1080 IDH1KD tx inconclusive, HT1080NT lethal inconclusive, KB-V1 cytotox 21µM* and ATXN2 expr inh 0%.
For O=C(NNC(=O)c1ccccc1O)c1ccc(S(=O)(=O)Nc2ccccc2F)cc1 the results were MCF10A rereplic inconclusive, S2 tox inactive, IL1B secr inh 70, SW480 rereplic 36%, KB-3-1 tox inconclusive, HT1080 IDH1KD tx inconclusive, HT1080NT lethal 23µM*, KB-V1 cytotox -7% and ATXN2 expr inh inconclusive.
Screening CC(NC(=O)CCC(=O)N1CCN(S(=O)(=O)c2ccc(Cl)cc2)CC1)c1ccccc1 (centres undefined) returned MCF10A rereplic 0%, S2 tox inactive, IL1B secr inh 46, SW480 rereplic inconclusive, KB-3-1 tox 0%, HT1080 IDH1KD tx -6%, HT1080NT lethal -10%, KB-V1 cytotox 0% and ATXN2 expr inh -29%.
CC(C)C[C@H](CO)Nc1nc(Nc2cccc(Cl)c2)c2ncn(C(C)C)c2n1 was read as MCF10A rereplic inconclusive, S2 tox 22µM*, IL1B secr inh 31, SW480 rereplic inconclusive, KB-3-1 tox -12%, HT1080 IDH1KD tx -10%, HT1080NT lethal -9%, KB-V1 cytotox 0% and ATXN2 expr inh inconclusive.
`CCCn1nnnc1NC(=O)COc1ccc(Cl)cc1C` gave MCF10A rereplic 20%, S2 tox inactive, IL1B secr inh -5, SW480 rereplic -7%, KB-3-1 tox inconclusive, HT1080 IDH1KD tx -22%, HT1080NT lethal -8%, KB-V1 cytotox inconclusive and ATXN2 expr inh -26%.
Screening O=C(NC1CCN(C(=O)NCc2ccccc2)CC1)c1ccc(F)cc1 returned MCF10A rereplic -17%, S2 tox inactive, IL1B secr inh 18, SW480 rereplic -14%, KB-3-1 tox 2%, HT1080 IDH1KD tx 15%, HT1080NT lethal 11%, KB-V1 cytotox -16% and ATXN2 expr inh 2%.
Cc1cc(C)n(C2CCCCC2OC(=O)CCc2ccccc2)n1 (centres undefined) was read as MCF10A rereplic -1%, S2 tox inactive, IL1B secr inh 79, SW480 rereplic -14%, KB-3-1 tox -4%, HT1080 IDH1KD tx 0%, HT1080NT lethal 11%, KB-V1 cytotox -5% and ATXN2 expr inh -5%.
Screening O=C1CC(c2ccccc2)=Nc2ccccc2N1Cc1ccccc1 returned MCF10A rereplic 0%, S2 tox inactive, IL1B secr inh -8, SW480 rereplic 14%, KB-3-1 tox -5%, HT1080 IDH1KD tx -10%, HT1080NT lethal -15%, KB-V1 cytotox -30% and ATXN2 expr inh -35%[11.3 µM].
CCCNC(=O)CNC(=S)N(Cc1cc(OC)c(OC)c(OC)c1)C1CCCC1 was read as MCF10A rereplic 9%, S2 tox inactive, IL1B secr inh -6, SW480 rereplic -42%[inhibitor], KB-3-1 tox 3%, HT1080 IDH1KD tx 1%, HT1080NT lethal 4%, KB-V1 cytotox 16µM* and ATXN2 expr inh -5%.
For O=[N+]([O-])c1ccc(Cl)cc1Sc1nc2ccccc2o1 the results were MCF10A rereplic 1%, S2 tox inactive, IL1B secr inh -58*, SW480 rereplic -5%, KB-3-1 tox 1%, HT1080 IDH1KD tx 5%, HT1080NT lethal -3%, KB-V1 cytotox inconclusive and ATXN2 expr inh 0%.
CCc1c(-c2ccccc2)[n+](=O)c2c(n1[O-])CCC2 was read as MCF10A rereplic -2%, S2 tox inactive, IL1B secr inh 13, SW480 rereplic -12%, KB-3-1 tox 14%, HT1080 IDH1KD tx 13%, HT1080NT lethal 20%, KB-V1 cytotox 16% and ATXN2 expr inh 4%.
